Bioassay records (PubChem BioAssay)
hIAP activ: human IAP activators, primary screen, biochemical, luminescence, uHTS; purified human IAP, CDP-Star luminescence, 30 min; hits give high values; 1 = vehicle-only enzyme, 0 = enzyme-free background; activation factor at 10 µM; 0.16% of 330,000 active;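 active = activation factor of the enzyme at least 2-fold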; also: the source names both 10 and 20 µM as test concentration; values of inactives mirror those of a sister screen read the other way
Target sequence (P09923 whole entry, looked up): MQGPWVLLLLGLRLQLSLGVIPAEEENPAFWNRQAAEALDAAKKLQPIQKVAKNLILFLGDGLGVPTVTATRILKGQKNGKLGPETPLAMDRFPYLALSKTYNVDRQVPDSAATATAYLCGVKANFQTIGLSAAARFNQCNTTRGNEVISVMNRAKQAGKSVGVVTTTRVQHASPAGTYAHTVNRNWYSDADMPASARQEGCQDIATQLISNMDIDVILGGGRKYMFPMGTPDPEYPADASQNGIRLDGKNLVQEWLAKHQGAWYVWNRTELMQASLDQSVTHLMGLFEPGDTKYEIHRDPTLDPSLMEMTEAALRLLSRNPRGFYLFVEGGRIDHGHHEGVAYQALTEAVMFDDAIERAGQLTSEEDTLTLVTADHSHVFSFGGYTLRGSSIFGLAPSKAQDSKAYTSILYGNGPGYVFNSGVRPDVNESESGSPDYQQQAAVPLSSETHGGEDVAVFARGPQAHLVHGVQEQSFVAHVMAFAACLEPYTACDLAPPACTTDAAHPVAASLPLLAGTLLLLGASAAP
A3G deaminase: APOBEC3G DNA deaminase inhibitors, primary screen, biochemical, fluorescence, single-stranded DNA substrate, uHTS; recombinant A3G, ssDNA deamination FAM/TAMRA fluorescence; 0.28% of 330,000 active; inhibition, % at 20 µM; DNA dC->dU-editing enzyme APOBEC-3G (Homo sapiens), Q9HC16;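 active = inhibition of at least 40% at 20 µM, with no more than 30% in the related APOBEC3A deaminase screen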;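 also: plate controls were DMSO wells with A3G for no effect and wells lacking A3G enzyme for full effect; some compounds called inactive have numbers as strong as hits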
Target sequence (Q9HC16 whole entry, looked up): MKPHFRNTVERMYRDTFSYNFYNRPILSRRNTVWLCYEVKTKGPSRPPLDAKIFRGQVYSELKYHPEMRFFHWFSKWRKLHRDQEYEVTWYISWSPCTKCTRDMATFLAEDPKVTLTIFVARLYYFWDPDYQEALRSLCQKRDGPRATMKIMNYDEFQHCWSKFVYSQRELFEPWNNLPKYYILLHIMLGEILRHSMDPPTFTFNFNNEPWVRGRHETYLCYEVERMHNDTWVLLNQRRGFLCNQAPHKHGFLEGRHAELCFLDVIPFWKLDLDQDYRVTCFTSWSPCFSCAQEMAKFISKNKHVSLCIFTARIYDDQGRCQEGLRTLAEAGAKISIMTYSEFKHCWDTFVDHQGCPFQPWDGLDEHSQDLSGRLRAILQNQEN
beta cell repl: inducers of MIN6 beta-cell proliferation, primary screen, ATP luminescence, uHTS; MIN6 cells proliferation, ATPlite luminescence, 48 h; cells starved in 0.2% serum; 100% = growth in 10% serum; proliferation, % at 10 µM; 0.29% of 330,000 active;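 active = compounds whose signal lies at least 3.5 SD above the mean of all wells on their plate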;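 also: 0% = DMSO-treated cells in low-serum medium and 100% = 10% serum control; some compounds called inactive have numbers as strong as hits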
hIAP inh: human IAP inhibitors, primary screen, biochemical, luminescence, uHTS; AID 2544, 2010; 0.12% of 330,000 active; inhibition, % at 10 µM; purified IAP, CDP-Star luminescence, 30 min;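 active = inhibition reaching a set limit with compound at 10 µM in the primary screen, cut at about 35% in these data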;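 also: plate controls were DMSO wells with enzyme for no effect and no-enzyme buffer wells for full effect; values of inactives mirror those of a sister screen read the other way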
mIAP act: activators of mouse IAP, primary screen, biochemical, luminescence, uHTS; intestinal alkaline phosphatase [Mus musculus]; activation factor at 10 µM; 0.24% of 330,000 active; muIAP, CDP-Star luminescence, 30 min; hits give high values; 1 = vehicle-only enzyme signal, 0 = enzyme-free wells;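 active = activation factor of at least 2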; also: the source names both 10 and 20 µM as test concentration; values of inactives mirror those of a sister screen read the other way
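Assay system: mouse IAP enzyme; Reagent: CDP-Star chemiluminescent phosphatase substrate; Compound: DMSO-dissolved test compounds; Incubation: 30 min, room temperature; Technique: luminescence from enzymatic CDP-Star hydrolysis; Controls: DMSO-only wells and no-enzyme negative control.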
MPTP block: mitochondrial permeability transition pore inhibitors, primary screen, biochemical, isolated mouse mitochondria, absorbance; Ca2+ swelling absorbance, 30 min; inhibition, % at 10 µM; 1.4% of 360,000 active; AID 602449, 2012;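 active = inhibition of 50% or more, scaled per plate between neutral and stimulator controls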;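 also: 0% = DMSO wells given calcium and 100% = 1 mM EGTA wells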
NR3A LBD binder: binders of NR3A ligand-binding domain, primary screen, biophysical, differential scanning fluorimetry, uHTS. NR3A LBD differential scanning fluorimetry, Tm shift; 0% = protein alone, 100% = glycine-bound protein. Glutamate receptor ionotropic, NMDA 3A (GRIN3A) ligand-binding domain. AID 1259313, 2017. 2.5% of 340,000 active. Tm shift relative to glycine control, % at 25 µM;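 active = melting temperature shift of at least 10% of the positive control shift, at one fixed dose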
APOBEC3A inh: APOBEC3A ssDNA deaminase inhibitors, primary screen, selectivity assay for APOBEC3G inhibitor project, biochemical, FAM/TAMRA oligo cleavage fluorescence. AID 493011, 2011. inhibition, % at 20 µM. 0.41% of 330,000 active. recombinant A3A, FAM/TAMRA ssDNA deamination fluorescence. DNA dC->dU-editing enzyme APOBEC-3A (Homo sapiens), P31941;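 active = at least 40% inhibition at 20 µM here, with at most 30% in a related deaminase screen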;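 also: plate controls were A3A with DMSO for no effect and wells lacking A3A enzyme for full effect; some results filed as inactive read as strong as hits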
mIAP inh: inhibitors of mouse IAP, primary screen, biochemical, luminescence, uHTS; intestinal alkaline phosphatase [Mus musculus]; purified mouse IAP, CDP-Star luminescence, 30 min; inhibition, % at 10 µM; 0.2% of 330,000 active; AID 2806, 2010;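 active = inhibition of at least 40% at 10 µM in the primary screen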;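 also: plate controls were DMSO with enzyme for no effect and no enzyme wells for full effect; values of inactives mirror those of a sister screen read the other way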
Numbers without * were called inactive.

compound	hIAP activ	A3G deaminase	beta cell repl	hIAP inh	mIAP act	MPTP block	NR3A LBD binder	APOBEC3A inh	mIAP inh
Cc1nc(C)c(-c2ccc(SCC(=O)Nc3cccc(Cl)c3)nn2)s1	1.1	-5	2	-10	0.96	2.0	-2	-4	4
CCCN1CCc2c(sc(NC(=O)Cc3ccc(F)cc3)c2C(N)=O)C1	1	-2	-3	-5	1.1	-1.2	-2	-5	-14
Cc1cccc(OCc2nnc(SCC(=O)Nc3sc(C)c(C)c3C#N)n2C)c1	1	1	2	-3	0.9	4.1	0	1	10
Cc1ccc(S(=O)(=O)N2CCN(C(=O)CSc3ccccn3)CC2)c(C)c1	1	1	0	-4	0.94	-0.9	-1	-2	6
O=C(c1ccncc1)N1CCN(S(=O)(=O)c2ccc3ccccc3c2)CC1	1	-10	-1	-1	0.96	-0.6	1	-4	4
CC(=O)c1ccc(Nc2cc(C)nc3ncnn23)cc1	1.2	-1	-2	-16	0.92	0.5	-1	-8	8
CCc1cccc(CC)c1NC(=O)Cn1c(-c2ccc(F)cc2)noc1=O	1.2	-5	2	-17	1.2	-2.4	1	-3	-22
O=C(NCc1cccs1)C1CC(O)CN1C(=O)Nc1ccccc1 (stereo unspecified)	1	0	-2	-5	1	-0.7	-1	-5	-2
C/C(=N\NC(=O)c1nonc1N)c1cccs1	1.1	-4	0	-10	0.95	0.2	0	-1	5
CN(C)c1cccc(C(=O)NNC(=O)C23CC4CC(CC(C4)C2)C3)c1	1	-8	-1	-4	1	-1.3	-2	-5	0
COc1cc(C)c(N)cc1C(C)C	0.95	-9	-1	5	1	-0.4	-15	-6	-1
CC(C)COc1cccc(C(=O)Nc2ccc(CN3CCOCC3)cc2)c1	1	3	-2	-2	1.1	0.1	-1	1	-14
Cc1cc(C)n(CC(=O)NC2CCCc3c2cnn3-c2ccc(C)c(C)c2)n1 (stereo unspecified)	1.3	3	3	-26	0.88	-0.6	-8	-3	12
O=C(CC(C(=O)N1CCc2ccccc21)n1ccnc1)NCc1ccccc1 (stereo unspecified)	1.1	-9	0	-10	0.96	-0.8	-1	0	4
CC[C@]12c3[nH]c4ccccc4c3CCN1C(=O)C(CC(=O)NCc1ccco1)C[C@@H]2C(=O)N1CCN(C(=O)c2ccco2)CC1 (stereo partly specified)	1	-7	-2	-1	1.1	1.0	-2	-3	-7
COc1ccc(NC(=S)N2CCN(S(=O)(=O)c3ccccc3)CC2)cc1OC	1	-9	-5	-4	1	0.2	0	-4	0
CCN(C[C@H]1N[C@@](C)(C(=O)OC)[C@H]2C(=O)N(Cc3ccccc3)C(=O)[C@@H]12)C(=O)NC(C)C	1	-3	3	-4	1	-4.5	14*	-3	-3
CC(Oc1ccc(C#N)cc1)C(=O)c1ccc(F)c(F)c1 (stereo unspecified)	0.99	-7	-1	1	0.99	-1.5	1	2	1
CCOc1ccccc1C1NC(=O)NC(C)=C1C(=O)OCc1ccccc1 (stereo unspecified)	1.3	7	-4	-27	0.93	0.4	-3	-4	7
c1nc(N2CCC3(CC2)OCCO3)c2c3c(sc2n1)CCCC3	1.2	-8	0	-19	1	-2.7	-3	-5	-4
O=C1S/C(=C\C=C\c2ccco2)C(=O)N1c1ccccc1	0.73	7	0	27	0.24	1.6	-13	17	76*
Cc1ccc(C(=O)NCCc2ccc(F)cc2)s1	0.98	-9	1	2	1.1	-1.9	-10	1	-8
CCN(CC)S(=O)(=O)c1cccc(C(=O)Nc2cc(C)on2)c1	1.3	-7	-1	-31	1	1.3	-1	-4	-3
CN(C)S(=O)(=O)c1cccc(C(=O)OCC(=O)Nc2sccc2C#N)c1	0.99	0	1	1	0.97	-0.5	2	2	2
Clc1ccc(/C=C/c2nc(Cl)c(-c3ccc(Cl)cc3)c(Cl)n2)cc1	0.81	-2	-5	18	0.88	1.4	-10	-1	12
COc1ccc(/C=C2/SC(=S)N(c3ccc(S(=O)(=O)Nc4nccs4)cc3)C2=O)cc1	0.88	-2	-3	12	0.77	89*	7	-4	23
CC1(C)Cc2ccccc2C2=C(C(=O)N3CCCCCC3)C(=O)C(=O)N21	1.1	-7	-4	-12	1	-0.9	0	-2	-2
O=C(CCn1c(=O)c2sccc2n(CC(=O)OCc2ccccc2)c1=O)NCc1ccco1	0.93	-2	0	7	0.86	-0.7	-2	5	14
O=C(O)C1CCN(C(=O)c2scc3c2OCCO3)CC1	0.89	5	1	11	0.99	-1.5	-2	5	1
CCOC(=O)Cc1csc(NC(=O)COc2ccc3c(C)cc(=O)oc3c2)n1	1	-6	0	-2	0.94	-0.2	-2	5	6
O=C(NCc1ccccc1)c1nccnc1CO	1	-10	-1	-2	1.1	-1.0	-3	-5	-6
Cc1cc(C)n2nc(SCC(=O)Nc3c(C)n(C)n(-c4ccccc4)c3=O)nc2n1	0.99	11	0	1	0.92	1.1	0	16	8
Cc1nnc(NC(=O)c2ccc3c(c2)OCO3)s1	1	0	-2	-1	1.1	-0.6	-1	5	-10
CCCc1cc(=O)[nH]c(SCC(=O)Nc2sc(C(N)=O)c(C)c2C(=O)OCCOC)n1	1	-4	-6	-2	1.1	0.3	0	0	-6
COc1ccccc1N1CCN(Cc2nc(N)nc(Nc3ccc(C)c(Cl)c3)n2)CC1	0.97	-2	-5	3	1.1	-0.5	-11	0	-9
COc1cc(CNC(=O)c2cnc(C)cn2)cc(OC)c1	1.3	1	0	-26	1	0.2	3	-5	-2
O=C(/C=C/c1ccc(Cl)cc1Cl)N1CCN(c2ccccc2[N+](=O)[O-])CC1	1.1	4	-1	-6	0.98	-16	-7	3	2
C[C@H](CO)N1C[C@H](C)[C@@H](CN(C)S(=O)(=O)c2ccc(F)cc2)Oc2c(NS(=O)(=O)c3ccc(F)cc3)cccc2C1=O	1	-2	-4	-4	1.1	-0.9	1	0	-6
CCOC(=O)c1c(C)[nH]c(C)c1C(=O)COC(=O)c1cccnc1OCC	0.86	-6	4	14	1	-1.4	2	-3	-1
COc1cccc(N(CC(=O)NCc2ccccc2)C(=O)CCC(=O)Nc2nccs2)c1	0.92	-7	0	8	1	0.3	-4	-3	-1
COc1ccc(-n2c(SCC(=O)NCC3CCCO3)nc3c([nH]c4ccccc43)c2=O)cc1OC (stereo unspecified)	0.96	4	-2	4	1	-0.2	1	2	-5
Cc1cccc(NC(=S)NC2CC3CCC(C2)N3Cc2ccco2)c1 (stereo unspecified)	1.1	-4	-2	-6	1.3	-0.8	0	-1	-26
Cc1ccccc1-n1c(C)nnc1SCC(=O)N1CC(=O)Nc2ccccc21	1.1	-6	-1	-13	1	0.8	-1	-4	-3
CS(=O)(=O)N(Cc1ccccc1)c1ccc(C(=O)NC2CCCCC2O)cc1 (stereo unspecified)	1	-7	1	-1	0.93	-2.9	0	-5	7
COc1ccc(-c2cc(C(=O)NC3CC3)c3ccccc3n2)cc1	1	-3	-4	-2	0.96	-1.9	-1	-1	4
CCOc1ccccc1NC(=O)CSc1nnc(-c2ccccn2)n1Cc1ccco1	0.92	-2	0	8	0.98	2.5	5	1	2
CC1SC(=NC(=O)c2ccncc2)NC1=O (stereo unspecified)	0.9	0	-2	10	0.94	0.0	0	0	6
CC(Oc1ccccc1)C(=O)Nc1oc(-c2ccco2)c(-c2ccco2)c1C#N (stereo unspecified)	1.2	21	-3	-16	0.65	17	10	37	35
Cc1cc(NS(=O)(=O)c2ccc(NC(=O)CNS(=O)(=O)c3ccccc3)cc2)nc(C)n1	0.81	-3	-1	19	0.94	-0.9	0	0	6
CN(CC(=O)NCCC1=CCCCC1)S(=O)(=O)c1ccc2c(c1)c(=O)n(C)c(=O)n2C	1.2	-5	-3	-17	0.93	0.0	-1	-1	7

More results.
compound	hIAP activ	A3G deaminase	beta cell repl	hIAP inh	mIAP act	MPTP block	NR3A LBD binder	APOBEC3A inh	mIAP inh
COc1ccccc1-c1nnc(NC(=O)C(C)Sc2nncn2C)s1 (stereo unspecified)	1.1	-12	-1	-6	0.91	-0.5	-4	-2	9
C[C@@H]1CC[C@@]2(O[C@H](CCO)C[C@H](O)[C@H]2O)O1	1.1	-2	-4	-12	1	1.6	0	2	-2
COc1ccc(C)cc1-n1c(SCC(=O)NC2CC2)nc2ccccc2c1=O	1.2	10	0	-17	1.1	-1.9	0	-1	-14
Cc1nc(C)c(C(=O)OCC(=O)Nc2ccccc2SCC#N)s1	0.81	-10	-2	19	1.1	4.1	2	-5	-10
COc1ccccc1-c1nnc(SCC(=O)O)n1C	0.81	-3	-1	18	0.98	0.1	0	-1	2
c1ccc(C(CN2CCOCC2)c2ccccc2)cc1	0.97	-4	-1	3	0.92	-0.4	0	0	8
Cc1ccc(NCc2nnc(SCC(N)=O)n2CC2CCCO2)c(C)c1 (stereo unspecified)	1.1	-3	2	-7	1.1	0.2	1	-3	-6
O=C(CCN1CCN(C/C=C/c2ccccc2)CC1)Nc1ccccc1	1.2	-5	-3	-19	1.1	0.7	2	-7	-8
COC(=O)c1ccc(NC(=O)CN2CCN(S(=O)(=O)c3ccc(Br)cc3)CC2)cc1	0.94	-8	-1	6	1	3.9	-6	-6	0
CCOc1ccc(NC(=O)N2CC(C)OC(C)C2)cc1 (stereo unspecified)	1.1	2	-5	-12	1.1	-0.5	0	3	-11
NC(=O)C1CCN(C(=O)c2ccc(C(F)(F)F)cc2)CC1	0.94	-2	-1	6	0.94	-3.2	0	0	6
COc1ccc(C(=O)COC(=O)CCN2C(=O)C3C4C=CC(C5CC45)C3C2=O)cc1 (stereo unspecified)	0.65	9	1	35	1.1	1.0	2	4	-8
COc1ccc(NS(=O)(=O)c2cc(C(=O)NNC(=O)c3ccncc3)ccc2OC)c(OC)c1	1	-2	-4	-4	1	0.4	-1	-2	-2
CCC(=O)Nc1cccc(NC(=O)CSc2nnc(C3CC3)n2C)c1	0.88	-4	0	12	1	-0.6	5	-3	0
Clc1ccc(Cn2ncc3c(NCc4cccnc4)ncnc32)cc1	1	-5	0	-2	1	-2.6	-1	-2	0
CCc1ccc(CC(=S)N2CCOCC2)cc1	1.1	-4	-3	-8	0.91	2.6	0	-3	9

Filtered by structure: those above with a COOH group
compound	hIAP activ	A3G deaminase	beta cell repl	hIAP inh	mIAP act	MPTP block	NR3A LBD binder	APOBEC3A inh	mIAP inh
O=C(O)C1CCN(C(=O)c2scc3c2OCCO3)CC1	0.89	5	1	11	0.99	-1.5	-2	5	1
COc1ccccc1-c1nnc(SCC(=O)O)n1C	0.81	-3	-1	18	0.98	0.1	0	-1	2
